BoNT A protease: BoNT A light chain protease inhibition. multiplex microsphere protease substrate cleavage, flow cytometry. inhibition, % at 10 µM. hit rate 0.17% among 360,000; also: plate controls were buffer without enzyme for full effect and enzyme alone for no effect
Y pestis TopoI: Y. pestis Topo-I inhibition via cleavage products | activity, % at 10 µM | hit rate 0.064% among 360,000 | Y. pestis Topo-I cleavage product accumulation, plate reader | AID 504884; in the data active = activity above about 50%, passing the limit was not always enough; inconclusive = no clear call, values can overlap the other calls; also: inactives centre near 2
PfHsp40 yeast: rescue of PfHsp40-mediated yeast toxicity; hit rate 0.68% among 340,000; AID 504582; S. cerevisiae expressing PfHsp40, growth rescue, ATP luminescence; growth rescue, % at 12.5 µM; in the data active = growth rescue above about 28%, passing the limit was not always enough; inconclusive = no clear call, values can overlap the other calls;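 also: yeast W303a lacking pdr1 and pdr3 grown in galactose medium; growth measured after three days at 30 °C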
PrPC TRFRET: inhibitors of human cell surface prion protein PrPC; AID 720596; hit rate 0.43% among 370,000; inhibition, % at 13.8 µM; TR-FRET read-out; in the data active = inhibition above about 24%; also: 0% = median of the test wells and 100% = reference compound wells
PriA SSB inh: inhibitors of Klebsiella pneumoniae PriA binding to SSB C-terminal tail; AlphaScreen SSBct-PriA binding, biotinylated peptide; inhibition, % at 33 µM; hit rate 0.6% among 430,000; AID 1272365; in the data active = inhibition mostly above about 37%, no sharp cut-off; inactive = mostly below about 20%;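 also: plate controls were negative control peptide for no effect and reference peptide for full effect; strong numbers were not always called active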
Anthrax LF inh2: blocks Bacillus anthracis lethal factor protease; multiplex microsphere protease cleavage assay, LF; hit rate 0.12% among 360,000; P15917; inhibition, % at 10 µM; also: plate controls were buffer without enzyme for full effect and enzyme alone for no effect
3CLpro inhibitor: SARS-CoV 3CLpro protease inhibition. P0C6X7. hit rate 0.14% among 290,000. recombinant SARS-CoV 3CLpro, quenched FRET peptide cleavage. inhibition, % at 6 µM; in the data active = inhibition above about 12%
TcdB inh: inhibitors of Clostridioides difficile toxin B glycohydrolase; hit rate 0.24% among 350,000; P18177; AID 652162; inhibition, % at 9.99 µM; TcdB glycohydrolase enzymatic assay, plate reader; in the data active = inhibition above about 10%
Target sequence (P18177 whole entry, looked up): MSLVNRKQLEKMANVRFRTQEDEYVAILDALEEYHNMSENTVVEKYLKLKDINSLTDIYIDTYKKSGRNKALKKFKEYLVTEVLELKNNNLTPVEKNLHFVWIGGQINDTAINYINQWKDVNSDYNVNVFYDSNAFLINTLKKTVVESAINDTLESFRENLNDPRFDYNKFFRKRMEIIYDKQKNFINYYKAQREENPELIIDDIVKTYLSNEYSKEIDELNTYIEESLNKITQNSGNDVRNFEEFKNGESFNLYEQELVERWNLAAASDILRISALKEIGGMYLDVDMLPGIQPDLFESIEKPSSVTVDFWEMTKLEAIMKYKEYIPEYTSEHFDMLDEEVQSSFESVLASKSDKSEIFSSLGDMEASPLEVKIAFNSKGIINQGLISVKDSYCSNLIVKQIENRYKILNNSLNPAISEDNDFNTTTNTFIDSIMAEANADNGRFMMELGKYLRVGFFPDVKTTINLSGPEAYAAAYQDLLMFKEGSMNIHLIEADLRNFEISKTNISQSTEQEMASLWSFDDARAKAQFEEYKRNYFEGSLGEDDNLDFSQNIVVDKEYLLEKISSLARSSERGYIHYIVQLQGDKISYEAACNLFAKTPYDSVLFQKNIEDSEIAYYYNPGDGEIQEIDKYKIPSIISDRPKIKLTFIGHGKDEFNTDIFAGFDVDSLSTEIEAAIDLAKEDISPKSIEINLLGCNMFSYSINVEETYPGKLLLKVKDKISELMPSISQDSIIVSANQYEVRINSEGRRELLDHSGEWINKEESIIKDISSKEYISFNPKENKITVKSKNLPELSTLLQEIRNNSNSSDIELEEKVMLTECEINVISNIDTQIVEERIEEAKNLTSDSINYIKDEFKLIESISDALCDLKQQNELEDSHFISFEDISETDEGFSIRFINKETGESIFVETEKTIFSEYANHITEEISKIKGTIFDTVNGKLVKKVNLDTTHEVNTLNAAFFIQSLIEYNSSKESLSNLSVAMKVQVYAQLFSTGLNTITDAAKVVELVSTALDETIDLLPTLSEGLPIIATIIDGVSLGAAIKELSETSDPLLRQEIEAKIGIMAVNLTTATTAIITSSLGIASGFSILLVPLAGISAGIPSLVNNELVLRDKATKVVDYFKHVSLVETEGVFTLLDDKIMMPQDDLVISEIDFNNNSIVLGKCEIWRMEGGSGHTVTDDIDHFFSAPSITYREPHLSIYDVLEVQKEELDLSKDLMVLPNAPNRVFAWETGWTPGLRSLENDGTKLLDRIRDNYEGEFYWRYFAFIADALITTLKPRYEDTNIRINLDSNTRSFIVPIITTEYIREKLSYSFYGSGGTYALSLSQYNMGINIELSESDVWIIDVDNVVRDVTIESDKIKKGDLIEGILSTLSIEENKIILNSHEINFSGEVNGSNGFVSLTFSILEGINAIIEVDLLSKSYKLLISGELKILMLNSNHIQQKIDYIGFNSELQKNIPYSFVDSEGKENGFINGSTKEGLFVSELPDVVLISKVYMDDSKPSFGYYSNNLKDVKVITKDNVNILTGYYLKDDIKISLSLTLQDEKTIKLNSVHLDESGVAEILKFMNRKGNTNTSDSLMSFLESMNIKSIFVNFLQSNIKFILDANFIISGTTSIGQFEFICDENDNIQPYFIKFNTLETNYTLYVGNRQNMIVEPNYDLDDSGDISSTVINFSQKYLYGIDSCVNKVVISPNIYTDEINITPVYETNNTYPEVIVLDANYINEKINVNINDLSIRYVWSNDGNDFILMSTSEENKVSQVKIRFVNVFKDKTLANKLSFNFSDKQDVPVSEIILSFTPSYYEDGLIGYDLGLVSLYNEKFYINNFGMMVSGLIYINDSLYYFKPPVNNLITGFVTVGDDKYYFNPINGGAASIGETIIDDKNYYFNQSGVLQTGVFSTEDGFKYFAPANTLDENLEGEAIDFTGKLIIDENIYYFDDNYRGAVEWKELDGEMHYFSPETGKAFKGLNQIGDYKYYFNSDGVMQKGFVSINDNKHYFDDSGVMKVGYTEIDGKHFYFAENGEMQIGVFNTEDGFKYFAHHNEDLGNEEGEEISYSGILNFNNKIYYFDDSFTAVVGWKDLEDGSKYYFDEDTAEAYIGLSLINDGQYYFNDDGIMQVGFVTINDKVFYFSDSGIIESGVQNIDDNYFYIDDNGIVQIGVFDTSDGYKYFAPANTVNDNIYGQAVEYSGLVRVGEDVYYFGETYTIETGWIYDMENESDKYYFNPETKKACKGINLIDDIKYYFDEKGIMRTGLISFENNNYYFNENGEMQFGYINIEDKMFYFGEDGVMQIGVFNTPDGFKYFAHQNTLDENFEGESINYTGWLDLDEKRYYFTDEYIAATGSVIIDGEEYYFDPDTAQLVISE
Vc quorum ag: quorum light induction in luxS cqsA deficient V. cholerae. V. cholerae BH1578 lux reporter, luminescence, 6 h. hit rate 0.16% among 350,000. activation, % at 18.7 µM; in the data active = activation mostly above about 9.7%, no sharp cut-off; inconclusive = no clear call, values can overlap the other calls; inactive = mostly below about 3.7%; also: not every result past the cut was called active; inactives centre near 0; reference of the scale not given here
* marks the source's active call; other numbers are inactive results; i = inactive; ? = inconclusive; . = not tested or not shown; & = joins results of further samples. Rule as the data show it, unless noted: active = inhibition above about 30%; inconclusive = no clear call, values can overlap the other calls; inactive = below that.

Sequence of screens: Vc quorum ag	3CLpro inhibitor	PrPC TRFRET	Anthrax LF inh2	Y pestis TopoI	PfHsp40 yeast	PriA SSB inh	BoNT A protease	TcdB inh
CCOC(=O)C1CCN(Cc2cc(C(C)C)c(O)c(C(C)C)c2)CC1
→ 0.4	1	4	-1	3	-0.8	-24	-1.2	-2.4
Cn1cc(-c2cccc3nncn23)cn1
→ -0.6	.	-5	-11	-3	.	.	-0.8	1.0
O=C(O)c1ccc2c(c1)C1C(Cl)C(Sc3ccccc3[N+](=O)[O-])CC1C(c1cccc([N+](=O)[O-])c1)N2 (stereo unspecified)
→ -0.2	3	.	-5	-4	3.4	3	-0.8	.
Cc1nc(SCC(=O)Nc2cc(S(=O)(=O)N3CCOCC3)ccc2Cl)nc(C)c1C
→ i	.	6	.	6	0.9	0	.	-0.8
COc1cc(C(=O)NCCc2ccc3c(c2)OCCO3)ccc1OCC(=O)N1CCOCC1
→ i	4	-1	-12	7	0.5	-9	13	.
Cc1ccc(NC(=O)C2CCN(C(=O)[C@@H]3Cc4ccccc4CN3)CC2)cc1
→ -0.4	3	-7	0	2	0.5	1	-0.4	0.4
CC(=O)c1c(C)nc(C)nc1NC(=O)C(C)C
→ -0.2	-2	-4	0	1	-0.9	-26	1.3	.
COc1ccc(C)cc1-n1nnnc1SCC(=O)N1CCC(C(=O)Nc2nccs2)CC1
→ i	-4	-4	-1	-4	-0.5	2	?	.
Cc1ccc(S(=O)(=O)ON=C2CCN(S(=O)(=O)c3ccccc3)CC2)cc1
→ -0.9	5	3	-1	-3	-1.8	-19	-0.6	.
CC(=O)N1CCN(C(=S)c2ccc(N(C)C)cc2)CC1
→ -1.6	2	-4	-4	-4	-1.4	1	0.0	0.5
COC(=O)[C@H]1C[C@@]2(O)CN(S(=O)(=O)c3ccc(C)cc3)C[C@@]2(OC(=O)Nc2cccs2)C[C@H]1C(=O)OC
→ -0.6	.	1	-9	2	.	.	-0.5	0.8
CCOc1ccccc1/C=c1\sc2nc(-c3ccco3)nn2c1=O
→ i	4	-6	0	-3	-0.3	.	-0.4	.
O=S(=O)(c1ccc(SCc2ccc(Br)cc2)nc1)N1CCOCC1
→ 1.2	.	5	?	40	0.7	0	?	1.4
COc1ccc(OC)c(NC(=O)CCN2CCC(C)CC2)c1
→ i	-6	-5	-11	5	-2.6	3	2.4	.
OC(c1ccccc1)c1nc(-c2cc(F)cc(F)c2)cs1 (stereo unspecified)
→ 0.8	.	6	-5	-4	.	.	-0.3	2.3
CC(C)CN1CCNC(=O)C1CC(=O)NCCCN1CCCc2ccccc21 (stereo unspecified)
→ 5.8	-2	0	0	11	-0.3	2	0.5	-4.7
O=C(CCCCn1c(=S)[nH]c2ccsc2c1=O)NCc1ccc2c(c1)OCO2
→ i	-3	8	-23	15	0.4	1	0.3	1.7
CCCc1nc(NCCCOCC)c2nnn(Cc3ccccc3)c2n1
→ i	-1	11	17	15	-0.8	-25	0.1	1.5
Cc1cc2cccc(C)c2nc1SCC(=O)NCC1CCCO1 (stereo unspecified)
→ i	6	14	-3	29	5.3	-9	-0.3	0.8
Cc1c(NC(=O)COC(=O)c2ccc(O)cc2)c(=O)n(-c2ccccc2)n1C
→ 1.1	.	-5	-1	1	-0.8	-3	-3.4	1.5
CCCCc1ccc(S(=O)(=O)Nc2nnc(C)s2)cc1
→ i	4	2	-7	7	0.9	-3	-1.5	0.5
O=c1c(Cc2ccc(F)cc2)c(O)ccn1CCc1ccccn1
→ i	-1	3	-1	-8	-1.1	-10	-0.3	1.5
COc1cccc(CNC(=O)C2CCN(C(=O)N3CC(C)Oc4ccccc43)CC2)c1 (stereo unspecified)
→ -1.3	-5	4	-2	11	-1.5	0	0.0	0.6
CCCCN1C(=O)C(CC(=O)NC2CCCCC2)CC(C(=O)N2CCOCC2)=C1C (stereo unspecified)
→ .	.	-1	-3	.	.	.	-0.5	0.6
O=[N+]([O-])c1ccc(O)c(/C=N/NC2=NS(=O)(=O)c3ccccc32)c1
→ -0.2	5	-1	1	-7	0.0	.	6.1	0.1
O=C(Cn1c(=S)[nH]c2ccccc2c1=O)NCCc1ccccc1
→ -0.5	5	-1	-3	8	0.4	1	-0.5	-0.2
COC(=O)c1ccccc1NC(=O)CSc1n[nH]c(C)n1
→ i	4	-3	.	-7	0.0	-19	.	.
CCN1C(=NCCN2CCOCC2)N[C@@H](c2ccccc2)C(C(=O)OC)=C1C
→ 0.4	-8	-1	-4	2	9.4	-5	-0.1	0.5
CCOc1cc(N2CCOCC2)c(OCC)cc1NS(=O)(=O)c1cc(NC(C)=O)ccc1OC
→ -0.2	1	-7	10	-1	1.6	-2	-2.8	-0.4
O=C(Nc1ccc(Br)c(Cl)c1)C1CC1
→ -9.1	4	4	-8	6	-0.9	-16	-0.9	.

More results:
Sequence of screens: Vc quorum ag	3CLpro inhibitor	PrPC TRFRET	Anthrax LF inh2	Y pestis TopoI	PfHsp40 yeast	PriA SSB inh	BoNT A protease	TcdB inh
Cc1ccccc1NC(=S)NC1CCN(Cc2ccccc2)CC1
→ -0.3	0	4	0	-6	0.1	-8	-0.3	.
CCc1c(C)sc(NC(=O)OC)c1C(=O)N1CCOCC1
→ -5.6	-2	-7	-2	-6	0.1	-4	0.2	.
CCOC(=O)CSc1nc(C)c(Oc2ccc(Cl)cc2Cl)c(=O)[nH]1
→ -0.3	-2	-1	0	-1	-0.4	-7	0.6	1.1
O=C(Nc1cc(Cl)ccc1Oc1ccccc1)c1ccc(F)cc1
→ -0.2	-1	-5	0	0	5.3	-109	-0.2	.
CCOc1cccc(C2C(C(=O)c3ccco3)=C(O)C(=O)N2Cc2ccncc2)c1 (stereo unspecified)
→ i	-5	-4	1	4	-1.9	12	-0.5	.
CN(Cc1ccccc1)Cc1ccccc1OC(=O)N(C)C
→ -0.3	-2	-9	0	6	-0.4	-2	-0.1	.
COc1ccc(F)cc1-c1cc(NC(C)=O)c2ncc(-c3cccc(C(F)(F)F)c3)n2c1
→ i	.	10	-4	16	.	.	0.1	-1.0
Cc1cc(C)c(C)c(S(=O)(=O)N2CCC(C(=O)NNC(=O)c3ccccc3O)CC2)c1C
→ -1.5	.	4	0	13	0.3	3	-4.6	1.4
C/C(N)=C(/C#N)C(=O)COC(=O)c1cc(-c2ccc(Br)cc2)nc2ccccc12
→ -0.3	4	-7&-2	0&-1	6&-12	-0.6&2.5	3	-0.2&-0.1	-0.5&0.8
Cc1cccc(NC(=O)CSc2nnc(CNC(=O)c3ccc(S(=O)(=O)N(C)C)cc3)n2-c2ccccc2)c1
→ -0.5	-4	6	-6	8	0.9	-14	-0.2	.
O=C(Nn1cnc2ccccc2c1=O)c1ccc(Br)cc1
→ i	14*	7	-16	2	0.2	-2	-2.2	1.1
COc1ccccc1-n1cnc2cc(C(=O)NCc3ccco3)ccc21
→ -0.9	-1	-2	-8	0	1.0	-12	-0.3	.
COc1ccccc1CCC(=O)OCC(=O)c1c(N)n(CC(C)C)c(=O)n(C)c1=O
→ i	.	8	-2	18	-0.8	-8	-1.1	-0.7
COc1ccccc1NC(=O)/C(=C\c1cccs1)NC(=O)c1ccco1
→ 0.6	1	-7	2	5	-1.0	2	-0.2	-0.2
CCOC(=O)C1(C)CCN1C(=O)c1cccs1 (stereo unspecified)
→ -4.5	.	7	-6	-3	.	.	0.2	1.5
COc1ccc(/C=N/NC(=O)Cn2cc(C(F)(F)F)ccc2=O)cc1
→ 3.6	-2	4	-2	-3	-1.2	.	-0.1	1.3
C/C(=N\Nc1cccc(C(=O)O)c1)c1ccc2c(c1)Nc1ccccc1S2
→ i	4	.	-7	2	9.9	.	0.2	.
O=[N+]([O-])c1cccc(-c2nc(-c3ccccc3)c(-c3cccs3)[nH]2)c1
→ i	0	-6	-4	-14	0.9	-4	-0.3	.
CC(=O)Nc1ccc(S(=O)(=O)Nc2ccc(=O)n(Cc3ccc(Cl)c(Cl)c3)c2)cc1
→ -5.6	4	4	0	-8	1.4	5	-0.1	-1.9
Cc1cccc(OCC(=O)NCc2nc(-c3ccccc3)no2)c1
→ -0.5	3	-6	-3	5	2.3	-20	-4.7	0.9
CC(=O)C(Cc1ccccc1)NC(=O)COc1ccc2c(c1)OCO2 (stereo unspecified)
→ i	.	0	8	9	0.5	-11	-0.8	1.5
COc1cc(OC)cc(C(=O)Nc2ccc(CN3CCCCC3)cc2)c1
→ -0.2	-5	-6	-2	-3	-0.4	2	-0.6	-0.5
C=CCSc1nc2ccccc2c(=O)[nH]1
→ -0.1	0	-6	-4	6	-0.7	4&-10	-0.3	1.3
Cc1c(C(=O)Nc2ccc(F)cc2)sc2ncn(CC(=O)N3CCCCC3)c(=O)c12
→ -0.6	-4	1	0	3	-0.5	0	0.3	0.3
Cc1cc(/C(N)=N/OC(=O)c2ccc(Cl)cc2)no1
→ i	-5	3	2	7	0.9	.	-4.2	-1.7
O=[N+]([O-])c1ccc(CS(=O)Cc2ccccc2)cc1 (stereo unspecified)
→ -1.2	.	-16	1	3	1.8	5	0.0	1.3
O=C(c1ccccc1-n1cccc1)N1N=C(C(F)F)CC1(O)C(F)F (stereo unspecified)
→ -2.2	-10	9	1	-1	-1.0	4	0.3	0.3
Cc1ccc(NC(=O)CC[C@H]2O[C@@H](n3cnc4c(NC(=O)c5ccccc5)ncnc43)[C@H](O)[C@@H]2O)cc1C
→ .	.	-4	-7	.	.	.	-0.4	-0.3
CN(Cc1cn(C)nc1-c1ccccc1F)CC1CCCCO1 (stereo unspecified)
→ -0.3	0	-5	-3	-14	-1.1	6	0.2	1.3
COc1ccc(CN2CCC[C@]3(N[C@H](c4ccc(C)cc4)[C@@H]4C(=O)N(C)C(=O)[C@@H]43)C2=O)cc1
→ 0.6	.	-4	-4	-4	.	.	-0.1	3.2

Further entries:
Sequence of screens: Vc quorum ag	3CLpro inhibitor	PrPC TRFRET	Anthrax LF inh2	Y pestis TopoI	PfHsp40 yeast	PriA SSB inh	BoNT A protease	TcdB inh
CC1CCCCC1NC(=O)COC(=O)Cc1ccc(Br)cc1 (stereo unspecified)
→ 1.6	4	-1	3	21	-0.6	1	-0.5	-1.7
Cc1onc(-c2c(Cl)cccc2Cl)c1NC(=O)N(C)N
→ i	-2	5	7	5	-0.4	-9	0.4	1.7
COc1ccc(N=Cc2c(C)[nH][nH]c2=O)cc1
→ -5.6	2	14	-3	-6	-1.5	1	-0.6	1.3
C[C@@H]1COC(=O)[C@H](Cc2ccc(F)cc2)C/C=C\C[C@@H](CC(=O)N[C@H](CO)Cc2ccccc2)C(=O)N1
→ i	.	5	-1	4	0.0	-4	0.2	1.6
Cc1[nH]nc2c1C(c1ccc(F)cc1)C1=C(CC(C)(C)CC1=O)N2 (stereo unspecified)
→ -2.5	-1	3	-1	0	0.0	7	-1.1	.
C/C(=N/NS(=O)(=O)c1ccc(C)cc1C)c1ccc2c(c1)OCO2
→ i	9	-4	-5	19	-1.2	.	0.0	0.7
Cc1cccc(C(=O)N2CCNC(=O)C2CC(=O)Nc2cccc(Cl)c2)c1 (stereo unspecified)
→ .	0	1	-3	4	-1.2	-3	-4.0	-2.8
Cc1ccc(NP(=O)(Nc2ccc(C)cc2)Oc2ccccc2)cc1
→ -0.3	9	1	-2	-2	0.1	1	-0.1	1.6

Part of the list above in order of number of heavy atoms, high to low:
Sequence of screens: Vc quorum ag	3CLpro inhibitor	PrPC TRFRET	Anthrax LF inh2	Y pestis TopoI	PfHsp40 yeast	PriA SSB inh	BoNT A protease	TcdB inh
C[C@@H]1COC(=O)[C@H](Cc2ccc(F)cc2)C/C=C\C[C@@H](CC(=O)N[C@H](CO)Cc2ccccc2)C(=O)N1
→ i	.	5	-1	4	0.0	-4	0.2	1.6
CC1CCCCC1NC(=O)COC(=O)Cc1ccc(Br)cc1 (stereo unspecified)
→ 1.6	4	-1	3	21	-0.6	1	-0.5	-1.7
COc1ccc(N=Cc2c(C)[nH][nH]c2=O)cc1
→ -5.6	2	14	-3	-6	-1.5	1	-0.6	1.3

Screening data from PubChem.

Not all compounds are listed. The share of hits here may be higher or lower than overall.
